Source: PubChem BioAssay
HCV inhibitor: inhibitors of hepatitis C virus infection; Potency, µM (highest dose often 41.8 µM), inactives show top-dose activity change, negative = inhibition, actives largely listed as inhibitors; Huh7.5.1 HCVcc-Cre infection, luciferase reporter, 44 h; 340,000 tested, 3.4% active; also: potency is read from the fitted curve at half-maximal effect
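Seed cells (1,000/well) for 4 h; treat with compound and infect with HCVcc-Cre, moi about 0.5. Incubate 44 h, then detect luciferase activity.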
Giardia FBPA inh: blocks Giardia fructose-bisphosphate aldolase activity; A8B2U2; purified Giardia FBPA; Potency, µM (series often up to 59.6 µM), for the others: at the top dose activity, negative = inhibition, usual class: inhibitors; 290,000 tested, 0.71% active; AID 2451; also: potency is read from the fitted curve at half-maximal effect; nearly all actives have a fitted effect of over 55% in size
Target sequence (A8B2U2 whole entry, looked up): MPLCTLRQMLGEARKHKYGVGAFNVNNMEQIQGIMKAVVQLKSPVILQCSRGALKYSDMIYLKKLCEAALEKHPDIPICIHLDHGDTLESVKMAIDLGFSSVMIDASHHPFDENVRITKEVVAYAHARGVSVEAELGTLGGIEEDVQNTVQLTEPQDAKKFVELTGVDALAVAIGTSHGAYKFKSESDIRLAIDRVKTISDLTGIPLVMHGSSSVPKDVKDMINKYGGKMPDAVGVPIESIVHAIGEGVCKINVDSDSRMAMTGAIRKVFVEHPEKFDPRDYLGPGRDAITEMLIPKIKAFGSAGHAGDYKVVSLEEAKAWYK
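40 nM FBPA preincubated 10 min at RT with compound (up to 57.5 uM final), then substrate plus GAPDH/TPI/NAD/arsenate coupling and diaphorase/resazurin added. Fluorescence read after 20 min at RT, 525/598 nm.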
Sm TGR block: inhibitors of Schistosoma mansoni thioredoxin glutathione reductase; purified TGR, DTNB reduction, TNB absorbance 405 nm; 360,000 tested, 3% active; Q962Y6; AID 485364; Potency, µM (highest dose often 114 µM), for the others: at the highest dose activity change, negative = inhibition, actives largely listed as inhibitors; also: potency is read from the fitted curve at half-maximal effect; nearly all actives have a fitted effect of over 60% in size
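Kinetic colorimetric format: TGR-catalysed, NADPH-driven DTNB reduction monitored via TNB absorbance. Enzyme dispensed at 20 nM; compound exposure 15 min at room temperature before reaction start.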
HCMV antiviral: human cytomegalovirus inhibition | HFF cells, HCMV-luciferase reporter, 72 h; hits give low values | activity change, negative = inhibition, % at 57.5 µM | 410,000 tested, 4.5% active; in the data active = activity change below about -60%; inconclusive = no clear call, values can overlap the other calls; inactive = above about -39%
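Cell-based, HFFs, 1000 cells/well, 16 h 37C; cpds in DMSO + HCMV-luc, MOI 1 PFU/cell; 72 h 37C; OneGlo luminescence after 5 min RT; norm. to buffer vs Salinomycin 10uM.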
AMA1 RON2 block: AMA1-RON2 (P. falciparum) interaction inhibition; AlphaScreen AMA1-biotinylated RON2 peptide binding; Potency, µM (top dose mostly 58.2 µM), for inactives: at the top dose activity change, negative = inhibition, most hits filed as inhibitors; 360,000 tested, 0.2% active;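 also: potency is read from the fitted curve at half-maximal effect; 0% = vehicle wells and -100% = peptide control; nearly all actives have a fitted effect of over 45% in size; some results filed as inactive show a strong effect at the top dose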
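AMA1 (3D7) with his tag at 25 nM final met compounds first, then biotinylated RON2 peptide at 25 nM; detection used donor plus acceptor beads, 10 µg/mL apiece, read by AlphaScreen after 30 min at room temperature.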
AmpC detergent: blocks E. coli AmpC beta-lactamase in detergent assay | AID 485294 | Potency, µM (series often up to 114 µM), for inactives: at the top dose activity change, negative = inhibition, most hits filed as inhibitors | AmpC hydrolysis of nitrocefin, absorbance 480 nm, 0.01% Triton | 370,000 tested, 0.041% active | P00811;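 also: potency is read from the fitted curve at half-maximal effect; 0% = no-compound wells and -100% = no-enzyme wells; nearly all actives have a fitted effect of over 25% in size; some results filed as inactive show a strong effect at the top dose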
Target sequence (P00811 whole entry, looked up): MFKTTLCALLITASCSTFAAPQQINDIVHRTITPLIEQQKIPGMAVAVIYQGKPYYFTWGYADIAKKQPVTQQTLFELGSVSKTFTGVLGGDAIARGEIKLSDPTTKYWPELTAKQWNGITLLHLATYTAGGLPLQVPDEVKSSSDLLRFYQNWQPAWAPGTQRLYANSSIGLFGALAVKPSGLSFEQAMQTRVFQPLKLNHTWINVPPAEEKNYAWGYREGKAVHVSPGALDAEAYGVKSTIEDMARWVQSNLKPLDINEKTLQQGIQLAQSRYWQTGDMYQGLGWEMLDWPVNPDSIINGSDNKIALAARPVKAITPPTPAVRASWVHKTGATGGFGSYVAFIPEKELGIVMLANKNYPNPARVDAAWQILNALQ
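AmpC (5.3 nM in the dispensed reagent) in 20 mM phosphate pH 7.0 with 0.01% (detergent screen) or 0.0001% Triton X-100 was preincubated with compounds for 15 min at room temperature. Nitrocefin was then added from an 800 uM solution, and hydrolysis was followed at 480 nm.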
The depositor's hits bear a star; ? = inconclusive; / = no result given; & = joins results of further samples; [ ] = dose if it differs, or a comment. Unless noted, calls follow the shape of the dose curve; as a rule, active = well fitted curve in the direction sought with a large enough effect; inconclusive = small, poorly fitted or top-dose-only effect, or another doubt; inactive = no such curve, though single readings can be large; an effect the other way counts as inactive or inconclusive. Unless noted, % is scaled to controls: 0 for no effect and ±100 for the full control effect.

A first look, 14 compounds:
Under each structure – HCV inhibitor	Giardia FBPA inh	Sm TGR block	HCMV antiviral	AMA1 RON2 block	AmpC detergent
Cc1ccc(C)c(Nc2ccc3nonc3c2[N+](=O)[O-])c1
    -4%	-5%	?	-87*	-5%	8%
CC(C)C(=O)Nc1nnc(CCc2ccccc2)s1
    -13%	13%	16%	28	11%	0%
COc1cc(OC)cc(C(=O)Nn2cc(C(=O)N3CCN(C)CC3)c3ccccc3c2=O)c1
    8%	-2%	6%	7	5%	?
CN(C(=O)c1cnc2n(c1=O)CCS2)C1CCCCC1
    23%	1%	3%	-1	0%	-1%
Cc1cc(C)n(-c2nc(C)nc(N)n2)n1
    3%	-27%	0%	-1	56%[activator]	-10%
O=C(CC1Oc2ccccc2NC1=O)NC1CCCC1 (centres undefined)
    7%	-2%	3%	-7	15%	?
CS(=O)(=O)c1nc(-c2ccccc2)c(-c2ccccc2)[nH]1
    -3%	?	0%	-28	8%[2.32 µM]	-7%
COc1ccc(/C=C/C(=O)OCC(=O)NCCc2ccccc2)c(OC)c1
    ?	/	/	53	-1%	/
CCOc1ccc(CCNC(=O)c2ccc3nc(N4CCOCC4)sc3c2)cc1OCC
    ?	6%	1%	?	1%	3%
O=S(=O)(/C=C/c1ccccc1)NC1CCCCCC1
    5%	14%	8%	?	-3%	-1%
COC(=O)c1oc2c(c1C)C(=O)CC(C)(C)C2
    -15%	5%	/	-28	-3%	5%
CCOc1ccc(N2C(=O)Nc3ccc(Br)cc3C2(O)C(=O)NCCN(C)C)cc1 (centres undefined)
    23%	5%	-27%	46	26%	-11%
CC(=O)CC(c1ccc([N+](=O)[O-])cc1)c1c(O)c2ccccc2oc1=O (centres undefined)
    10%	14%	1%	-15	1%	-10%
CCCCCCCCn1c(=O)c(C(=O)OCC)c(O)c2ccccc21
    23%	1%	16%	9	6%	3%

The listing, from the start:
Under each structure – HCV inhibitor	Giardia FBPA inh	Sm TGR block	HCMV antiviral	AMA1 RON2 block	AmpC detergent
Cc1ccc(C)c(Nc2ccc3nonc3c2[N+](=O)[O-])c1
    -4%	-5%	?	-87*	-5%	8%
CC(C)C(=O)Nc1nnc(CCc2ccccc2)s1
    -13%	13%	16%	28	11%	0%
COc1cc(OC)cc(C(=O)Nn2cc(C(=O)N3CCN(C)CC3)c3ccccc3c2=O)c1
    8%	-2%	6%	7	5%	?
CN(C(=O)c1cnc2n(c1=O)CCS2)C1CCCCC1
    23%	1%	3%	-1	0%	-1%
Cc1cc(C)n(-c2nc(C)nc(N)n2)n1
    3%	-27%	0%	-1	56%[activator]	-10%
O=C(CC1Oc2ccccc2NC1=O)NC1CCCC1 (centres undefined)
    7%	-2%	3%	-7	15%	?
CS(=O)(=O)c1nc(-c2ccccc2)c(-c2ccccc2)[nH]1
    -3%	?	0%	-28	8%[2.32 µM]	-7%
COc1ccc(/C=C/C(=O)OCC(=O)NCCc2ccccc2)c(OC)c1
    ?	/	/	53	-1%	/
CCOc1ccc(CCNC(=O)c2ccc3nc(N4CCOCC4)sc3c2)cc1OCC
    ?	6%	1%	?	1%	3%
O=S(=O)(/C=C/c1ccccc1)NC1CCCCCC1
    5%	14%	8%	?	-3%	-1%
COC(=O)c1oc2c(c1C)C(=O)CC(C)(C)C2
    -15%	5%	/	-28	-3%	5%
CCOc1ccc(N2C(=O)Nc3ccc(Br)cc3C2(O)C(=O)NCCN(C)C)cc1 (centres undefined)
    23%	5%	-27%	46	26%	-11%
CC(=O)CC(c1ccc([N+](=O)[O-])cc1)c1c(O)c2ccccc2oc1=O (centres undefined)
    10%	14%	1%	-15	1%	-10%
CCCCCCCCn1c(=O)c(C(=O)OCC)c(O)c2ccccc21
    23%	1%	16%	9	6%	3%
COc1cc(-c2nc(S(=O)(=O)c3ccc(Cl)cc3)c(N(C)C)o2)cc(OC)c1OC
    16%&16%	-2%	25µM*	23	-5%	-1%
COc1ccccc1NC(=O)Nc1nc(CC(=O)Nc2cc(F)ccc2F)cs1
    ?	/	8%	-23	-20%	?
Cc1nn(-c2ccccc2)c(N)c1C(c1ccc(C(C)C)cc1)c1c(C)nn(-c2ccccc2)c1N
    0%	-8%	-3%	-38	1%	-15%
Cc1ccc(S(=O)(=O)N2CCN(C3CC(=O)N(CCc4ccccc4)C3=O)CC2)cc1C (centres undefined)
    -28%	-7%	-5%	37	-2%	?
Cc1cc2oc(=O)cc(CN(C)Cc3cccc(F)c3)c2cc1Cl
    -22%	9%	4%	17	7%	3%
COc1ccc(C(=O)/C=C/c2cccnc2)c(OC)c1
    ?	3%	0%	-72*	-5%	?
CC1([N+](=O)[O-])COP(=O)(NC2CCCC2)OC1 (centres undefined)
    34%[activator]	/	/	16	0%	/
O=C(CSc1nc2ncc(Cl)cc2[nH]1)Nc1ccccc1-c1ccccc1
    ?	?	-31%	-8	37%[activator]	-9%
Cc1ccccc1OC(C)C(=O)N1CCC(Cc2ccccc2)CC1 (centres undefined)
    ?	16%	-3%	58	9%	-7%
CCN(CC)C(=O)c1sc(NC(=O)c2nc3ncccn3n2)c(C(=O)OC)c1C
    /	/	-1%	-15	/	-1%
Cc1cc(=O)[nH]c(SCc2cccc(F)c2)n1
    14%	-25%	-11%	30	23%	1%
NS(=O)(=O)c1ccc(NC(=O)COC(=O)c2cnc(Cl)c(Cl)c2)cc1
    16%	7%	?	?	4%	-8%
O=C(CN(CCc1ccccc1)C(=O)CNS(=O)(=O)c1ccccc1)NCc1ccco1
    10%	-2%	0%	-17	-4%	?
O=C(CSc1ncn[nH]1)N1CCOCC1
    -4%	1%	6%[57.1 µM]	-32	-4%	-6%
Cc1cccc(NC(=O)C(C)N2CC=C(c3ccccc3)CC2)c1 (centres undefined)
    -5%	5%	-4%	-1	0%	3%
COc1ccc(-n2nnc(C(=O)Nc3ccccc3F)c2N)cc1
    /	/	-3%	77	/	1%
COc1cccc(OC)c1C(=O)Nc1ccc([N+](=O)[O-])cn1
    1%	5%	2%	-35	-3%	?
O=C(O)C1CCCN1S(=O)(=O)c1cccc(S(=O)(=O)N2CCCC2C(=O)O)c1 (centres undefined)
    13%	-6%	-17%	51	-7%	?
O=C(NCc1ccccc1F)Nc1ccc([N+](=O)[O-])cc1
    -26%	-2%	9%	?	10%	1%
COc1ccc2cc(C(=O)NCCc3ccccc3)[nH]c2c1
    -2%	-2%	-18%	-7	-2%	-5%
CCOC1=NS(=O)(=O)c2ccccc21
    4%	1%	-8%	3	-3%	-9%
COc1ccccc1NC(=O)c1ccccc1NS(C)(=O)=O
    11%	0%	-6%	9	5%	-4%
Cc1onc(-c2ccccc2)c1C(=O)Nc1nc(-c2ccccc2)cs1
    ?	-4%	14%	?	0%	-7%
CCCCc1nc(NCCN2CCOCC2)c(C#N)c2c1COC(C)(C)C2
    -14%	3%	-8%	-7	0%	-4%
CCN(CC)C(=O)c1ccc(CS(=O)(=O)c2ccc(Br)cc2)cc1
    9%	7%	5%	-38	2%	-12%
CCOC(=O)C1CCN(Cc2nc3ccc([N+](=O)[O-])cc3c(=O)n2-c2ccc(OC)cc2OC)CC1
    -8%	-22%	32µM*	-20	-4%	2%
COc1ccc(-c2cc(C(=O)N/N=C/c3ccc4c(c3)OCO4)c3ccccc3n2)c(OC)c1
    ?	4%	13%	-7	22%	?
COc1ccccc1CNC(=O)COC(=O)CCN=C1NS(=O)(=O)c2ccccc21
    3%	/	-27%	-16	21%	-13%
CCCn1c(SCC(=O)N2CCc3ccccc32)nnc1-c1ccco1
    1%	-21%	-3%	-18	10%	1%
CCOc1ccc2nc(NC(=O)CSc3nc(-c4ccccc4)c(C#N)c(=O)[nH]3)sc2c1
    20%	?	7%	-4	-6%	0%
CN(C(=O)c1cccc(NC(=O)Cc2cccc(NC(=O)C3CCN(C(=O)C4CCC4)CC3)c2)c1)C1CC1
    22%	/	/	-14	-10%	/

Sorted by heavy-atom count (rising): some entries from above.
Under each structure – HCV inhibitor	Giardia FBPA inh	Sm TGR block	HCMV antiviral	AMA1 RON2 block	AmpC detergent
Cc1cc(C)n(-c2nc(C)nc(N)n2)n1
    3%	-27%	0%	-1	56%[activator]	-10%
COc1ccc2cc(C(=O)NCCc3ccccc3)[nH]c2c1
    -2%	-2%	-18%	-7	-2%	-5%
O=C(O)C1CCCN1S(=O)(=O)c1cccc(S(=O)(=O)N2CCCC2C(=O)O)c1 (centres undefined)
    13%	-6%	-17%	51	-7%	?

The listing continues:
Under each structure – HCV inhibitor	Giardia FBPA inh	Sm TGR block	HCMV antiviral	AMA1 RON2 block	AmpC detergent
COC(=O)[C@H](CC(C)C)NS(=O)(=O)N(Cc1ccccc1)[C@@H](CC(C)C)C(=O)OC
    -2%	/	-3%	25	8%	7%
COc1ccccc1CCNC(=O)CSc1ccc(-c2cccs2)nn1
    -21%	-14%	0%	-30	-6%	3%
COc1ccc(C(C(=O)NCC2CCCO2)N(C(=O)CNC(=O)c2ccco2)c2ccc(C)c(C)c2)cc1OC (centres undefined)
    ?	/	-2%	-10	4%	2%
Cc1cc(=O)[nH]c(SCC(=O)NN(c2ccccc2)c2ccccc2)n1
    15%	0%	20%	-4	-6%	-9%
CC(=O)c1cccc(NC(=O)COC(=O)CC2CC3CCC2C3)c1 (centres undefined)
    -6%	/	-15%	16	0%	4%
O=C(O)C(Cc1ccccc1)N1C(=O)C2CCCCC2C1=O (centres undefined)
    15%	-3%	22%	-20	-8%	4%
COc1cccc(CN2CCc3nc(SCC(=O)Nc4ccccc4)[nH]c(=O)c3C2)c1
    /	/	-2%	4	/	-2%
Cc1cc(Cl)ccc1NC(=S)NCC(C)C
    -5%	-1%	-12%	-73*	-20%	-4%
COCCOC(=O)c1c(C)n(S(=O)(=O)c2ccc(C)cc2)c2ccc(NS(=O)(=O)c3ccc(C)cc3)cc12
    /	/	-3%	18	/	11%
Cc1ccc(CN(c2ccc(C(=O)N3CCOCC3)cc2)S(C)(=O)=O)cc1
    1%	0%	8%	-2	3%	-6%
O=[N+]([O-])c1ccccc1/C=C/c1ccc2ccccc2n1
    ?	6%	-21%	210	-26%	?
O=C(NCCCCCCCN1CCCCCCC1)C(C1CCCCC1)C1CCCCC1
    ?	/	/	-24	-3%	/
COc1ccc(NC(=O)CSc2c(C)nn(-c3nnc(C)c(=O)[nH]3)c2C)cc1
    14%	5%	10%	33	37%[activator]	-2%
CC(Cc1ccccc1)Nc1ncnc2c1ncn2C1OC(CO)C(O)C1O (centres undefined)
    ?	/	/	54	-4%	/
Cc1cc(NC(=O)CSc2nc3c(sc4ccccc43)c(=O)n2CCCN2CCOCC2)n[nH]1
    5.6µM*	4%	4%	/	-6%	4%
CCCOc1ccc(N2CC(C(=O)Nc3ccc(N4CCOCC4)cc3)CC2=O)cc1 (centres undefined)
    -3%	5%	-7%[57.1 µM]	-2	0%	1%
COc1cc(/C=N\NC(=O)c2ccc(-c3ccccc3)cc2)cc(OC)c1O
    ?	-4%	1%	37	58%[activator]	-6%
Cc1cc(/C=C2\C(=O)NC(=O)N(Cc3ccco3)C2=O)c(C)n1-c1ccc(O)cc1
    -23%	5%	?	-4	-6%	1%
